MT1-MMP act inh – inhibitors of human MT1-MMP activation. GFP/RFP ratio change, % at 20 µM. HT1080 RFP-PRO-GFP cells, GFP/RFP ratio fluorescence, overnight; percent of plate control window, DMSO zero. hit rate 0.061% among 360,000. P50281;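 active = GFP/RFP ratio change of at least 30% with cell ATP level not reduced by more than half and red fluorescence within 50% of control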; note: strong numbers were not always called active
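Test system: HT1080 cells expressing an RFP-PRO-GFP fluorescent reporter construct / Compound dosing: single-point 20 µM compound, 1% DMSO / Schedule: cells overnight before dosing, compound overnight, 37 °C, 5% CO2 / Evaluation: GFP/RFP fluorescence ratio / Control set: DMSO and RFP-L50D-GFP cell wells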
SUMO1 PPI mod – alters human SUMO1 binding to SIM partners; P63165; SUMO1 binding to a labelled peptide, TR-FRET, 1 h; inhibition, % at 20 µM; hit rate 0.33% among 360,000; AID 602429; in the data active = inhibition above about 37%
DNMT1 block – DNMT1 (human) enzyme inhibition. P26358. DNMT1 molecular beacon, Hinp1I cleavage, fluorescence. inhibition (reported as % activation of signal), % at 10 µM. hit rate 0.83% among 360,000; in the data active = inhibition above about 50%
LMPTP block – blocks human LMPTP phosphatase; P24666; AID 651560; recombinant LMPTP-A, OMFP fluorogenic substrate, fluorescence intensity; hit rate 0.22% among 360,000; inhibition, % at 20 µM;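 active = compounds that cut the enzyme signal by at least half of the control window in the single-dose screen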;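 note: plate controls were DMSO wells with enzyme plus substrate for no effect and substrate without enzyme for full effect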
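Test system: LMPTP-A phosphatase enzyme; input: 0.625 nM LMPTP-A final; reagent: OMFP substrate, 400 µM final; compound dosing: 20 µM single dose, 3% DMSO; incubation: 50 min dark incubation at room temperature; measured by: endpoint fluorescence intensity from OMFP dephosphorylation; measure: % inhibition relative to no-enzyme and uninhibited control wells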
Scp-1 inhibitor – blocks human Scp-1 phosphatase activity. Q9GZU7. Recombinant Scp1, phosphopeptide, malachite green phosphate absorbance. inhibition, % at 20 µM. hit rate 0.88% among 340,000;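 active = inhibition above about 50% at 20 µM, limit read from the data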;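 note: plate controls were DMSO wells with enzyme for no effect and wells lacking enzyme for full effect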
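Incubation: 45 min enzyme reaction at room temperature / System: truncated SCP-1 phosphatase (76-261aa) / Reagent: Phospho 17-mer peptide substrate / Buffer or medium: Acidic Tris acetate buffer with magnesium and detergent / Signal: absorbance at 630 nm / Doses: one concentration, 20 µM, with 1.0% DMSO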
NadD block – inhibitors of Staphylococcus aureus NadD; purified NadD enzyme, colorimetric absorbance read-out; inhibition, % at 20 µM; hit rate 0.78% among 360,000; AID 602399; in the data active = inhibition above about 26%; note: some compounds past the cut are filed as inactive
Rpn11 block – blocks the human proteasome subunit Rpn11; O00487; hit rate 0.59% among 360,000; human 26S proteasome, Ub4-pepOG fluorescence polarization; 20S core pre-blocked with epoxomicin; calls only at 20 µM;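 active = inhibition at 20 µM, scaled to each plate's controls, above about 33%, limit read from the data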
SKN-1 block – inhibitors of C. elegans SKN-1 | C. elegans VP596 Pgst-4::GFP/RFP ratio, acrylamide-induced, 24 h | hit rate 0.49% among 360,000 | inhibition, % at 21.8 µM | AID 624304;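 active = interference check ratio from 0.5 to 1.5 plus GFP to RFP signal ratio inhibition reaching or exceeding a fixed threshold, cut at about 30% in these data, passing the limit was not always enough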; note: some compounds called inactive have numbers as strong as hits
CendR NRP1 mod – alters CendR peptide binding to human NRP-1; FAM-RPARPAR peptide binding to NRP-1, fluorescence polarization; inhibition, % at 25 µM; hit rate 0.85% among 360,000; O14786;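 active = inhibition or corrected inhibition above about 18%, plus a signal ratio from 0.5 to 1.5, limit read from the data, passing the limit was not always enough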; note: strong numbers were not always called active
Target sequence (O14786 whole entry, looked up): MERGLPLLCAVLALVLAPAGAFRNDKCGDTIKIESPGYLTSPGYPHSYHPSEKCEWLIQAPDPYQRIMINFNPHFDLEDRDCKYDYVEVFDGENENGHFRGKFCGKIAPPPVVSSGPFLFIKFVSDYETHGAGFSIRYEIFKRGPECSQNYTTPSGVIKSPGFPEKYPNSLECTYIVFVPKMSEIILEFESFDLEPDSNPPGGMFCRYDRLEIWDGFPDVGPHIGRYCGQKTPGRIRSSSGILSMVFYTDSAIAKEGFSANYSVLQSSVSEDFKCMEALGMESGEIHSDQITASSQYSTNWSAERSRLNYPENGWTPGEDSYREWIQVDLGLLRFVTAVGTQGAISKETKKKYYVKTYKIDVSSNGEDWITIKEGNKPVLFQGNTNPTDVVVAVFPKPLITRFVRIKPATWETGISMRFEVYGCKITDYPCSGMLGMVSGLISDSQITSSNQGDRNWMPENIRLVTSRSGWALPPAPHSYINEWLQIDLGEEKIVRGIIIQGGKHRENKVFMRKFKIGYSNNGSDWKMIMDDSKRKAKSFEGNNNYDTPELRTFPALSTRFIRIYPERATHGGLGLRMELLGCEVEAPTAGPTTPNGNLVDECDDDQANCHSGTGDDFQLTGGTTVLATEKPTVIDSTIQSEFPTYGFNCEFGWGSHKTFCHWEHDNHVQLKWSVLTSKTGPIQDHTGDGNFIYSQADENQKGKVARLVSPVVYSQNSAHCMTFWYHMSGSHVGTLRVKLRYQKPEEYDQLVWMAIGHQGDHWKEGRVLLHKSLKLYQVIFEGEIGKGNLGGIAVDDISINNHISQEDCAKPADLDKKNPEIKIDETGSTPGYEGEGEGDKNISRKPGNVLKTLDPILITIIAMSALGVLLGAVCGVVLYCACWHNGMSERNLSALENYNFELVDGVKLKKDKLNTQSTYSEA
STEP inh – blocks human striatal-enriched tyrosine phosphatase; hit rate 0.25% among 360,000; P54829; inhibition, % at 20 µM; recombinant STEP, OMFP fluorogenic substrate, fluorescence;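 active = inhibition at 20 µM, scaled per plate between control wells, above about 37%, limit read from the data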;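 note: 0% = DMSO with enzyme and substrate and 100% = substrate only without enzyme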
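System: STEP (striatal-enriched tyrosine phosphatase) enzyme, cell-free; medium: Bis-Tris pH 6.0 buffer with DTT, detergent; dosing: 20 µM, 1% DMSO; times: reaction 20 min, ambient temperature; detection: fluorescence, 480/540 nm; read-out basis: normalized % inhibition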
An asterisk follows results filed as active; i = inactive; nt = not tested or not shown.

SMILES	MT1-MMP act inh	SUMO1 PPI mod	DNMT1 block	LMPTP block	Scp-1 inhibitor	NadD block	Rpn11 block	SKN-1 block	CendR NRP1 mod	STEP inh
CCN(CC(=O)Nc1ccc(OC)cc1)CC(=O)Nc1sc2c(c1C(=O)OC)CCCC2	-7	-2	-8	5.5	4	2	i	6	-4	2
Cc1nc(Oc2ccccc2)c2oc3ccccc3c2n1	1	7	-2	1.4	-2	-1	i	38*	6	1
Cc1csc2ncc(C(=O)Nc3ccccc3Cl)c(=O)n12	-4	39	-11	0.7	-15	-1	i	18	-6	-4
COc1ccccc1CNC(=O)C1Cc2cc(S(=O)(=O)N3CCCC3)ccc2N1C(C)=O (stereo not drawn)	-3	-4	-4	0.3	-4	-3	i	5	-27	0
CCCNC(=O)NNC(=O)c1cc(-c2ccc3c(c2)OCO3)nc2ccccc12	-3	-7	-1	-0.6	5	-5	i	0	5	-1
O=C(Nc1ccc(Cl)cc1Cl)c1ccc2c(=O)n3c(nc2c1)CCC3	3	1	-4	-0.6	-3	3	i	4	4	1
CCn1cc(S(=O)(=O)N2CCCC2)cn1	1	-1	2	-1.0	-6	1	i	14	-40	-2
O=C(CCC(=O)N1CCN(S(=O)(=O)c2ccc(Cl)cc2)CC1)Nc1ccc2ccccc2c1	-3	0	-8	1.2	-10	7	i	22	10	1
CCOCCCNC(=O)C(NC(=O)c1cnccn1)c1ccc(C)cc1 (stereo not drawn)	-2	0	1	0.8	0	13	i	-2	-2	-5
Cc1ccc(C2CC2c2n[nH]c(=S)n2-c2ccc(Cl)cc2)cc1 (stereo not drawn)	5	3	1	4.4	-6	5	i	15	-6	0
O=c1cc(N2CCC3(CC2)OCCO3)[nH]c(=O)n1C1CCCCC1	6	2	0	0.8	20	-4	i	9	-1	4
O=C(O)c1[nH]c2ccccc2c1CC(=O)N1CCN(c2ccccc2)CC1	-1	7	2	2.7	3	-2	i	6	4	1
CCOC(=O)/C(=N\Nc1ccc(OC)cc1)c1csc(Nc2ccccc2)n1	13	-10	-22	4.2	2	8	i	9	-3	-1
O=c1c2ccccc2ncn1Cc1ccc(Cl)c(Cl)c1	-2	9	-3	0.1	-10	0	i	13	-5	1
COc1cccc(NC(=O)C2CCCN(S(C)(=O)=O)C2)c1 (stereo not drawn)	-1	30	-1	-1.3	-3	-8	i	-8	-12	2
CCCCN(C(=O)Cn1nnc2ccccc21)C(C(=O)NCCOC)c1cccs1 (stereo not drawn)	-3	1	-2	-1.0	-3	1	i	-18	4	-3
CN(CC(=O)Nc1ccc(F)c(F)c1F)C(=O)C1CC(=O)N(c2ccc3c(c2)OCCO3)C1 (stereo not drawn)	1	-5	-1	-0.9	1	0	i	-1	-2	0
CSc1nnc([C@H](Cc2c[nH]c3ccccc23)NC(=O)OC(C)(C)C)o1	-1	5	0	-0.2	-7	0	i	20	6	5
COC(=O)c1ccc(NC(=O)COc2ccc([N+](=O)[O-])cc2)cc1	-4	-6	-1	0.0	-13	3	i	9	0	-2
COC(=O)c1ccc(NC(=O)COC(=O)C2=NN(c3ccccc3)C(=O)CC2)cc1	2	-2	1	0.0	-6	-1	i	9	-3	2
Cc1nnc(NC(=O)c2sc3nc(-c4cccs4)cc(C(F)(F)F)c3c2N)s1	-367	-4	-12	0.5	-14	30*	nt	14	128	-23
CCOCCCNCC(=O)Nc1ccc(S(=O)(=O)NC(C)CC)cc1 (stereo not drawn)	-2	1	2	-2.2	-6	-2	i	19	6	0
CCOc1ccc(S(=O)(=O)N2CCCC(C(=O)NCC3CCCO3)C2)cc1 (stereo not drawn)	-2	5	2	0.7	-5	-4	i	8	6	2
CC(C)c1cc(-c2cc(-c3ccccc3)on2)nc(NC2CCCC2)n1	-1	-1	-5	0.4	2	9	i	21	-14	0

Quoted from the entries so far for reference:
SMILES	MT1-MMP act inh	SUMO1 PPI mod	DNMT1 block	LMPTP block	Scp-1 inhibitor	NadD block	Rpn11 block	SKN-1 block	CendR NRP1 mod	STEP inh
CCN(CC(=O)Nc1ccc(OC)cc1)CC(=O)Nc1sc2c(c1C(=O)OC)CCCC2	-7	-2	-8	5.5	4	2	i	6	-4	2
Cc1nc(Oc2ccccc2)c2oc3ccccc3c2n1	1	7	-2	1.4	-2	-1	i	38*	6	1
Cc1csc2ncc(C(=O)Nc3ccccc3Cl)c(=O)n12	-4	39	-11	0.7	-15	-1	i	18	-6	-4
COc1ccccc1CNC(=O)C1Cc2cc(S(=O)(=O)N3CCCC3)ccc2N1C(C)=O (stereo not drawn)	-3	-4	-4	0.3	-4	-3	i	5	-27	0

Two compounds from above, reduced to LMPTP block and MT1-MMP act inh:
SMILES	LMPTP block	MT1-MMP act inh
CC(C)c1cc(-c2cc(-c3ccccc3)on2)nc(NC2CCCC2)n1	0.4	-1
COC(=O)c1ccc(NC(=O)COc2ccc([N+](=O)[O-])cc2)cc1	0.0	-4
